# Screening results (PubChem BioAssay)
# HT1080 cytotoxicity = HT1080 cell viability loss – fluorescence readout (AID 620); 87,000 compounds, 0.42% hits; HT1080 viability, fluorescence; higher % means a stronger effect; cytotoxicity, % at 10 µM; hits with a dose series show EC50 in µM; in the data active means cytotoxicity above about 50%;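 further: cells exposed to compound overnight then 4 h with Alamar Blue; 0% = vehicle DMSO and 100% = killing control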
# An asterisk follows results filed as active.
molecule | HT1080 cytotoxicity
Cc1ccc(-n2c(-c3cccnc3)n[nH]c2=S)c(C)c1 | -6.7%
CCOC(=O)c1c(C)oc2cc3c(C(=O)OCC)c(C)oc3cc12 | -0.1%
Cc1ccc(Nc2cc(C)nc(-c3ccccc3O)n2)cc1 | -8.3%
Cc1ccc2[nH]c(C)c(CC(=O)O)c2c1 | 2.4%
COc1cccc(C2C3(C#N)C(N)=NC(OC)(OC)C23C#N)c1 (stereo unspecified) | -13.1%
CC(=O)c1c(C)[nH]c(C(=O)COc2cc(C)cc(C)c2)c1C | -10.3%
CCc1ccc(OCC(=O)Nc2ccc(S(=O)(=O)N3CCCC3)cc2)c(Br)c1 | -3.1%
COCCNC(=O)c1c(N)n(-c2ccccc2)c2nc3ccccc3nc12 | -17.1%
Cc1ccc(NC(=O)CN(C)C(=O)CSc2nc3ccccc3o2)cc1 | -16.8%
Cn1c(SCCC(=O)O)nnc1-c1ccncc1 | 0.1%
Cn1c(C(=O)O)c(CC(=O)N2CCC(Cc3ccccc3)CC2)c2ccccc21 | 5.6%
CN(NC(=O)C(C)(C)C)c1nc(-c2ccccc2)nnc1C(F)(F)F | 11.9%
CC(Sc1nc2ccccc2c(=O)[nH]1)C(=O)O (stereo unspecified) | 5.8%
CCOC(=O)c1c(C)sc2c1N(C(=O)CCl)c1cc(Cl)ccc1S2 | 87.2%*
CCCCNC(=O)CN1C(=O)NC2(CCCc3ccccc32)C1=O (stereo unspecified) | -8.7%
CNC(=O)CSc1nnc(-c2cccs2)o1 | -6.4%
COc1ccc(N=c2ssnc2Cl)cc1 | -3.2%
CC(=O)Nc1ccc(NC(=O)C2CCCN(c3ncccn3)C2)cc1 (stereo unspecified) | -3.2%
Cn1cccc1C1Nc2ccccc2NC2=C1C(=O)CC(C)(C)C2 (stereo unspecified) | 4.9%
Cc1c(SCCO)c(=O)[nH]c2cc3c(cc12)OCO3 | -0.6%
O=C(NC12CC3CC(CC(C3)C1)C2)N1CCN(c2nc(-c3ccccc3)cs2)CC1 | -23.3%
COc1ccc(/C=N/N2C(=O)CSC2=S)cc1 | -12.2%
CC1Cc2ccccc2N1C(=O)CSc1nc2c(c(=O)n(C)c(=O)n2C)n1Cc1ccc(F)cc1 (stereo unspecified) | 0.9%
Cc1cc(C)cc(NC(=S)NCc2cccn2C)c1 | 13.9%
CCOc1ccc(/C=N/n2c(SC)nnc(C(C)(C)C)c2=O)cc1 | -24.1%

# Among those listed so far, two contain a Cl atom:
molecule | HT1080 cytotoxicity
CCOC(=O)c1c(C)sc2c1N(C(=O)CCl)c1cc(Cl)ccc1S2 | 87.2%*
COc1ccc(N=c2ssnc2Cl)cc1 | -3.2%

# Next section
molecule | HT1080 cytotoxicity
CC(C)Oc1ccc(C(=O)NC2(C(F)(F)F)N=C3SCCN3C2=O)cc1 (stereo unspecified) | -10.8%
COc1ccc(C(=O)Nn2c(SCC(=O)c3ccccc3)nc3ccccc3c2=O)cc1 | 16.3%
CCCC1(C)Nc2ccccc2-c2nc3ccccc3n21 (stereo unspecified) | 12.5%
CCCCCCCCNC(=O)C(CCC(=O)OCc1ccccc1)NC(C)=O (stereo unspecified) | 6.4%
COCCCn1c(SCC(=O)NCc2ccccc2)nc2ccccc2c1=O | -2.0%
O=C(Cn1cnc2ccccc21)NC(c1ccccc1)c1ccccc1 | 17.3%
CC(=O)N1N=C(c2ccc(Cl)cc2)OC1c1ccc(C(C)C)cc1 (stereo unspecified) | -8.8%
COc1ccccc1CNC(=O)CCC(=O)Nc1nnc(C(C)C)s1 | 1.2%
Cc1cccc(CSc2nnc(NC(=O)c3ccco3)s2)c1 | -11.0%
CCN(CC)CCOCCOc1cc(C)c(Cl)c(C)c1 | -5.7%
O=C(CSc1nc2ccccc2s1)Nc1nccs1 | 9.7%
C[C@@H](C(=O)NCc1ccc(S(C)(=O)=O)cc1)[C@@H]1C[C@@]1(C)[C@@H](NC(=O)OCc1ccccc1)c1ccccc1 | 4.9%
CC1CCCC(NC(=O)Nc2cccs2)C1C (stereo unspecified) | 7.5%
Nc1ccc(N2CCN(C(=O)c3ccco3)CC2)cc1 | -1.2%
COc1ccc(C2(CNC(=O)c3ccco3)CCOCC2)cc1 | -1.8%
O=C(/C=C/c1ccccc1Cl)c1cccnc1 | 12.9%
O=C(CSCc1c(Cl)cccc1Cl)Nc1nccs1 | -16.6%
COC(=O)[C@@]1(Cc2ccc(OC)cc2)[C@H]2c3cc(C(=O)N4CCCC4)n(Cc4ccsc4Br)c3C[C@H]2CN1C(=O)c1ccccc1 | -2.3%
CN(c1ccc(C(=O)NC2CC3CCC2C3)cc1)S(C)(=O)=O (stereo unspecified) | 14.2%
CCOC(=O)C1CCCc2c1[nH]c1c(C(N)=O)cccc21 (stereo unspecified) | 13.6%
CCCCn1c(Nc2ccccc2)nc2ccccc21 | -17.0%
CC(=O)N1CC=CC1(CC(C)C)C(=O)NCc1ccccn1 (stereo unspecified) | -15.2%
CCN(CC)c1cc(C)c2ccccc2n1 | -8.8%
CCOC(=O)c1[nH]c2ccccc2c1NC(=O)CCN1CC(C)OC(C)C1 (stereo unspecified) | -1.7%
Cc1ccc(C(=O)NC2(C(F)(F)F)N=C3SCCN3C2=O)cc1 (stereo unspecified) | 7.9%
C=CCOc1ccc2c(OC)c3ccoc3nc2c1OC | 10.9%
CC(C)Cn1c(Cc2ccccc2)n[nH]c1=S | -5.1%
O=C(COC(=O)CC1CC2CCC1C2)NC(=O)NCc1ccco1 (stereo unspecified) | -2.4%
CC(C)(C)c1ccc(OC2=CS(=O)(=O)c3ccccc32)cc1 | -1.6%
CC(C)CC(=O)NCCCN1CCN(CCCNC(=O)CC(C)C)CC1 | -3.7%
CCn1ncc(C2=NOC(C(=O)NCC(C)C)C2)c1C (stereo unspecified) | 1.4%
COc1ccc(NC(=O)NCc2ccncc2)cc1 | 8.2%
O=S(=O)(c1ccc(Nc2ccc(-c3ccc4c(c3)OCCO4)nn2)cc1)N1CCCC1 | 1.3%
CC(Sc1nnc(-c2ccc(C(C)(C)C)cc2)n1C)C(N)=O (stereo unspecified) | 13.0%
CC(C)CCNC(=O)CSc1nnc(-c2ccc(S(=O)(=O)N3CCCC3)cc2)n1C | -13.0%
Cc1ccc(S(=O)(=O)/N=C(\CN2CCOCC2)N2CCOCC2)cc1 | -1.1%
O=C(Cc1cccc2ccccc12)N/N=C/c1ccc(Sc2cccc3cccnc23)o1 | 1.8%
O=[N+]([O-])c1ccc(C2CNC(c3ccccc3)O2)cc1 (stereo unspecified) | 7.4%
Cc1ccc(C(=O)NCCc2nnc(SCC(=O)Nc3nc(-c4ccccc4)cs3)n2C)cc1 | -8.7%
Cc1ccc2nc(C(C)O)[nH]c2c1 (stereo unspecified) | -8.1%
Cc1cccc(NC(=O)CN(C)S(=O)(=O)c2cccs2)c1 | -4.1%
CN1C2C=C3C(C#N)=C(N)C(C#N)(C#N)[C@@H](c4cccc(F)c4)[C@@H]3C1CC2 (stereo partly specified) | -2.8%
Cc1cc(C)nc(NS(=O)(=O)c2ccc(NC(=S)NC(=O)C(C)C)cc2)n1 | -4.5%
Cc1cc2nc(C3CCCN(C(=O)NCc4ccccc4)C3)[nH]c2cc1C (stereo unspecified) | -14.9%
CC(C)CN(C(=O)CSc1nncs1)c1c(N)n(CC(C)C)c(=O)[nH]c1=O | 3.9%
CC(=O)OCC(=O)Nc1ccc(C(C)=O)cc1 | -1.3%
CN(C)c1ccnc(-n2cccc2/C=N/OCc2ccccc2)c1C#N | 7.3%
COC(=O)C(NC(C)=O)(Nc1nc(C)cs1)C(F)(F)F (stereo unspecified) | -4.4%
CCOc1cc(C(C#N)N2CCCCC2)ccc1OC (stereo unspecified) | -0.7%
O=C(NNC(=O)c1cnccn1)c1cccc([N+](=O)[O-])c1 | 6.6%

# Reprinted from the part before: six compounds, followed by the next part.
molecule | HT1080 cytotoxicity
CC(C)CN(C(=O)CSc1nncs1)c1c(N)n(CC(C)C)c(=O)[nH]c1=O | 3.9%
CC(=O)OCC(=O)Nc1ccc(C(C)=O)cc1 | -1.3%
CN(C)c1ccnc(-n2cccc2/C=N/OCc2ccccc2)c1C#N | 7.3%
COC(=O)C(NC(C)=O)(Nc1nc(C)cs1)C(F)(F)F (stereo unspecified) | -4.4%
CCOc1cc(C(C#N)N2CCCCC2)ccc1OC (stereo unspecified) | -0.7%
O=C(NNC(=O)c1cnccn1)c1cccc([N+](=O)[O-])c1 | 6.6%
COc1ccc(C(=O)Nc2cccc(C(C)=O)c2)c(OC)c1OC | 2.1%
Cc1c(C(=O)O)sc2nc3n(c(=O)c12)CCCCC3 | -3.3%
Cc1cc(-c2ccccc2)nc2cc(C(=O)N(Cc3ccccc3)Cc3ccccc3)nn12 | -4.1%
Cc1ccc(S(=O)(=O)N2CCN(Cc3nc4ccccc4[nH]3)CC2)cc1C | -16.1%
CC(C)Cn1c(N)c(C(=O)COC(=O)c2cc(C(F)(F)F)nc3c(C(F)(F)F)cccc23)c(=O)n(C)c1=O | 12.0%
O=S(=O)(NCc1cccnc1)c1ccc(Cl)s1 | -7.9%
COc1ccc2cc3cc(C(=O)Nc4cc(OC)c(OC)c(OC)c4)oc3nc2c1 | -1.6%
CN1CCN(C(=O)CN(c2cc(C(F)(F)F)ccc2Cl)S(C)(=O)=O)CC1 | 1.7%
CCc1n[nH]c(=S)n1/N=C/c1ccc2c(c1)OCO2 | 20.9%
O=C(CN1C(=O)C2CC=CCC2C1=O)Nc1nnc(SCc2ccc(F)cc2)s1 (stereo unspecified) | -10.2%
CCCSc1nnc2n(N)c(=O)c3ccccc3n12 | 5.2%
Clc1ccc(-c2noc(CCCOc3ccccc3)n2)cc1 | -11.2%
COc1ccccc1N(CC(=O)NCc1ccccc1)C(=O)CCC(=O)Nc1ccccn1 | -12.3%
CN(C)c1ccc(CN2CCCCC2)cc1 | 0.3%
O=C(CCc1ccccc1)N1CCN(c2ccc(Cl)cc2)CC1 | 1.9%
CCCCCC(=O)NC(NC(=S)N1CCOCC1)C(Cl)(Cl)Cl (stereo unspecified) | 2.9%
c1cncc(CNc2ccc3c(c2)OCO3)c1 | -6.8%
Cc1cccc(N2CCN(C(=O)C(C)n3nc(C)n4c(cc5occc54)c3=O)CC2)c1C (stereo unspecified) | -5.8%
Cc1ccc(C(NC(N)=O)c2ccccc2)cc1 (stereo unspecified) | -7.3%
CCOC(=O)Cc1csc(NC(=O)c2ccc(Br)o2)n1 | -11.7%
CN(C(=O)c1ccccn1)C1(C(=O)NC2CCCCC2)CCCCC1 | 6.0%
Cc1ccc(S(=O)(=O)NC2=NCN(CCOC(=O)c3ccc([N+](=O)[O-])cc3)CN2)cc1 | 16.1%
CC(=O)c1c(C)[nH]c(C(=O)OCC(=O)N(C)C)c1C | 2.0%
COc1ccc(-n2cnnc2SCC(=O)NCc2cccs2)cc1 | 3.5%
COc1ccc(C2C(C(=O)N3CCCCC3)CC(=O)N2c2ccc(OC)cc2)cc1 (stereo unspecified) | -8.7%
CCC(c1nnnn1C1CCCC1)N1CCN(Cc2ccccc2)CC1 (stereo unspecified) | 7.4%
COc1ccc2c(C)nc(Nc3nc(C)c(C)c(=O)[nH]3)nc2c1 | 33.7%
Cc1c(NC(=O)c2cnn3c2NC(c2ccccc2)CC3C(F)(F)F)c(=O)n(-c2ccccc2)n1C (stereo unspecified) | -13.0%
COc1ccc2c(c1)C(=O)N(c1ccccc1)C(=O)C2 | -0.4%
Cc1nnc(-c2cnn(C)c2N)n1Cc1ccccc1 | 3.6%
O=C(CSC1=NC(=O)C(c2ccccc2)C(=O)N1)Nc1cccc(Cl)c1 (stereo unspecified) | -1.6%
Cc1ccc(-n2c(Cc3ccccc3)n[nH]c2=S)cc1 | 4.2%
CCOc1nc(NCCc2ccc(OC)c(OC)c2)nc(N2CCN(c3ccc(OC)cc3)CC2)n1 | -22.1%
O=C(COC(=O)CCC(=O)c1cccs1)Nc1cccc(S(=O)(=O)N2CCOCC2)c1 | -2.6%
CC(C)(C)n1nnnc1C(c1cccs1)N(Cc1cccnc1)Cc1ccco1 (stereo unspecified) | -17.9%
NC(=S)N/N=C/c1ccc(-c2ccc(Cl)c(Cl)c2)o1 | 5.2%
C=CCn1c(NC(=O)c2ccc(Br)o2)c(S(=O)(=O)c2ccccc2)c2nc3ccccc3nc21 | -8.3%
CCCCOc1ccc(-c2nc(SCC(N)=O)n[nH]2)cc1 | -3.2%
COc1ccc(S(=O)(=O)N2CCCCC2)cc1 | -6.3%
CCOC(=O)c1cc(OC(=O)c2ccccc2OC)n(-c2ccccc2)n1 | 8.1%
CC(C)(C)S(=O)(=O)c1nc2ccccc2s1 | -4.7%
Cc1cc(NC(=O)COC(=O)c2ccc(NS(=O)(=O)c3ccc(C)c(C)c3)cc2)no1 | -8.8%
Cc1nn(-c2cc(N3CCCCC3)ccc2[N+](=O)[O-])c(=O)c2ccccc12 | -4.0%
Cc1oc(C(=O)O)cc1COc1ccc2c3c(c(=O)oc2c1C)CCC3 | 4.3%
COC(=O)[C@@]1(Cc2ccc(OC)cc2)[C@H]2c3cc(C(=O)N4CCCC4)n(Cc4c(CO)[nH]cc(C)c4=O)c3C[C@H]2CN1C(=O)c1ccccc1 | -0.3%
C/C(=C\c1ccccc1)C(=O)Nc1cc(C)on1 | 27.6%
CCC1(C)OC(=O)N(CCCn2ccnc2C)C1(C)O (stereo unspecified) | -4.4%
COc1ccc(NC(=O)CSc2ncnc3c2cnn3Cc2ccccc2)cc1OC | -4.4%
Cc1nnc(C)n1/N=C/c1ccc(-c2ccccc2)cc1 | -4.3%
CCc1[nH]nc2c1C(c1ccsc1)C(C#N)=C(N)O2 (stereo unspecified) | -4.2%
O=C(CN1C(=O)c2cccc3cccc1c23)NCc1ccncc1 | -9.0%
Cc1ccc(CN(C(=O)c2ccco2)C(C(=O)NC2CCCC2)c2ccc(N3CCOCC3)cc2)cc1 (stereo unspecified) | -12.4%
Cc1ccc(N/C=C/C(=O)C(C)(C)C)c(O)c1 | -15.7%

# An excerpt; the hit share may differ from the screen's.
